AID2073 – inhibitors of Mint1-CaV2.2 protein interaction, biochemical, HTRF (AID 2073). HTRF protein-protein interaction, Mint1-CaV2.2; higher % means a stronger effect. inhibition, % at 20 µM, or IC50 in µM where a hit was titrated. 290,000 tested, 0.19% active; in the data active = inhibition mostly above about 51%, no sharp cut-off; also: some results filed as inactive read as strong as hits
XIAP displacement – small molecules displacing peptide from XIAP – biochemical, IAP family, fluorescence polarization (AID 1018). XIAP BIR domain, fluorescence polarization peptide displacement; higher % means a stronger effect. one-dose displacement, % at 20 µM; IC50 in µM for titrated hits. 200,000 tested, 0.007% active; in the data active = displacement above about 50%; also: a part of the inactive calls stands beside numbers as strong as those of hits
PMI inhibition – MPI inhibition at elevated mannose 6-phosphate – biochemical, fluorescence intensity, high mannose 6-phosphate, primary screen (AID 1220). 190,000 tested, 0.66% active. recombinant PMI enzyme, coupled fluorescence intensity; higher % means a stronger effect. inhibition, % at 20 µM, or IC50 in µM where a hit was titrated
PMI inhibitors – MPI enzyme activity inhibition – biochemical, fluorescence intensity, coupled assay, primary screen (AID 1209); purified PMI enzyme, coupled fluorescence intensity; higher % means a stronger effect; inhibition, % at 20 µM, or IC50 in µM where a hit was titrated; 190,000 tested, 0.42% active;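 also: plate controls were DMSO vehicle for no effect and wells lacking substrate for full effect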
P. falciparum M1AAP – P. falciparum M1AAP inhibitors, biochemical, fluorogenic H-Leu-NHMec substrate, 1536-well (AID 1445); recombinant M1AAP, H-Leu-NHMec fluorogenic kinetic assay; higher % means a stronger effect; one-dose inhibition, % at 30 µM; IC50 in µM for titrated hits; 220,000 tested, 0.42% active;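 active = primary inhibition above the hit cutoff, then over 50% inhibition at one or more dose response concentrations, cut at about 23% in these data, passing the limit was not always enough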;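 also: plate controls were DMSO full reaction for no effect and no enzyme background for full effect; strong numbers were not always called active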
M17LAP inhibition – P. falciparum M17LAP inhibitors, primary screen, biochemical, fluorogenic H-Leu-NHMec substrate, 1536-well (AID 1619); recombinant M17LAP, H-Leu-NHMec fluorogenic kinetic assay; higher % means a stronger effect; inhibition, % at 30 µM; hits with a dose series show IC50 in µM; 220,000 tested, 0.38% active;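 active = compound inhibiting the enzyme by more than half at any dose during confirmatory dose-response retesting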;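 also: plate controls were full reaction with DMSO carrier for no effect and no enzyme background for full effect; strong numbers were not always called active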
Siah-1 displacement – Siah-1 peptide-binding antagonists, primary screen, biochemical, fluorescence polarization, rhodamine-plectin, uHTS (AID 1817); displacement, % at 20 µM, or IC50 in µM where a hit was titrated; Siah-1 / rhodamine-plectin peptide fluorescence polarization; higher % means a stronger effect; 290,000 tested, 0.02% active;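 active = displacement of at least 50% at 20 µM, with a fluorescence ratio check between 0.3 and a set limit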;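 also: plate controls were Siah plus tracer with DMSO for no effect and tracer alone without Siah for full effect; strong numbers were not always called active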
Dynein transport – blocks dynein driven cargo transport along microtubules; z-score, hits read low; 3617.4 mouse cells, GR-EGFP nuclear translocation imaging; test concentration mostly 20 µM; stimulated with dexamethasone, 1 µM; hits give low values; 220,000 tested, 0.47% active;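 active = plate z-score of nuclear minus cytoplasmic receptor signal below a set negative limit, without overly bright fluorescence or cell loss, cut at about -3.5 in these data, passing the limit was not always enough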;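 also: z-score of nuclear minus cytoplasmic ring GR-EGFP intensity difference per well; some compounds called inactive have numbers as strong as hits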
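medium = tetracycline-free induction medium containing charcoal-stripped FBS | probe or stimulus = dexamethasone, 1.0 µM final | timing = 48 h induction, then 1 h compound, then 30 min agonist, 37 °C | detection = automated 10x imaging of fixed Hoechst-stained cells | read-out basis = nuclear versus cytoplasmic GR-EGFP signal, averaged per well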
LYP inhibition – PTPN22 lymphoid phosphatase activity blockers – biochemical, fluorescence intensity, uHTS (AID 1779); recombinant LYP phosphatase, fluorescence intensity; higher % means a stronger effect; inhibition, % at 11.5 µM; hits with a dose series show IC50 in µM; 290,000 tested, 0.054% active;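 also: plate controls were vehicle with enzyme for no effect and no enzyme for full effect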
Dynein transport cytoplasmic EGFP – second read-out of Dynein transport, no call of its own (marks repeat the call); z-score; measured here: cytoplasmic GR-EGFP intensity; hits give high values
Dynein transport nuclear GR-EGFP – also measured in Dynein transport; calls as there; z-score; measured here: nuclear GR-EGFP intensity;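 lower value marks the stronger effect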
Dynein transport cell count – second read-out of Dynein transport, no call of its own (marks repeat the call); z-score; measured here: cell count per field
* hit, by the source's call; · = not tested or not shown. Rule as the data show it, unless noted: active = inhibition above about 50%; inactive = the rest.

The opening three compounds, to show the layout:
no.	AID2073	XIAP displacement	PMI inhibition	PMI inhibitors	P. falciparum M1AAP	M17LAP inhibition	Siah-1 displacement	Dynein transport	Dynein transport cytoplasmic EGFP	Dynein transport nuclear GR-EGFP	Dynein transport cell count	LYP inhibition	Molecule
1	-10%	-2.8%	28%	13%	4%	7%	5%	-1.3	-0.19	-0.43	0.5	-2%	COc1ccc(OC)c(Nc2ccc(C(=O)O)cc2[N+](=O)[O-])c1
2	2%	-3.8%	-3%	-3%	9%	-6%	-5%	-0.67	-0.1	-0.49	0.36	-3%	O=S(=O)(c1ccccc1)N1N=C(c2cccs2)CC1c1ccc(F)cc1 (stereo unspecified)
3	1%	-2.5%	-9%	-3%	-4%	2%	-4%	0.18	-0.21	0.5	0.21	-7%	C/C(=N/NC(=O)c1ccoc1C)c1cccc(NC(=O)C(F)(F)F)c1

Results, repeating the preview:
no.	AID2073	XIAP displacement	PMI inhibition	PMI inhibitors	P. falciparum M1AAP	M17LAP inhibition	Siah-1 displacement	Dynein transport	Dynein transport cytoplasmic EGFP	Dynein transport nuclear GR-EGFP	Dynein transport cell count	LYP inhibition	Molecule
1	-10%	-2.8%	28%	13%	4%	7%	5%	-1.3	-0.19	-0.43	0.5	-2%	COc1ccc(OC)c(Nc2ccc(C(=O)O)cc2[N+](=O)[O-])c1
2	2%	-3.8%	-3%	-3%	9%	-6%	-5%	-0.67	-0.1	-0.49	0.36	-3%	O=S(=O)(c1ccccc1)N1N=C(c2cccs2)CC1c1ccc(F)cc1 (stereo unspecified)
3	1%	-2.5%	-9%	-3%	-4%	2%	-4%	0.18	-0.21	0.5	0.21	-7%	C/C(=N/NC(=O)c1ccoc1C)c1cccc(NC(=O)C(F)(F)F)c1
4	-7%	-11%	0%	-1%	3%	-7%	-1%	0.46	-0.25	0.54	0.64	-4%	COC(=O)N1[C@H](Cc2ccccc2)C=C[C@]1(C)C(=O)NCc1ccccn1
5	13%	1.3%	4%	2%	6%	-7%	3%	-0.027	-0.19	0.23	0.49	5%	COC(=O)C(CCSC)NC(=O)Cn1ncc2c(=O)oc3ccc(C)cc3c21 (stereo unspecified)
6	13%	-4.0%	1%	1%	0%	-1%	-1%	0.13	-0.13	0.71	0.089	-2%	CCCCOc1ccc(C(=O)NCC2(c3ccccc3)CCOCC2)cc1
7	-1%	-6.0%	-8%	-9%	-11%	10%	1%	-0.78	-0.17	-0.97	0.052	-2%	CCOc1ccccc1CNCCN1CCOCC1
8	15%	-5.5%	-1%	-5%	5%	-1%	0%	-0.68	0.011	-0.18	-1.5	1%	O=C(CCN1C(=O)c2cccc([N+](=O)[O-])c2C1=O)Nc1nccs1
9	2%	-4.5%	19%	9%	11%	7%	3%	-0.43	-0.15	-0.33	-0.7	-7%	CCOC(=O)N1CCN(CCC(=O)Nc2ccc(Br)c(C)c2)CC1
10	10%	-4.9%	2%	-3%	3%	-1%	-3%	0.63	-0.15	-0.0052	-0.38	-2%	C=C(C)CSc1nc(N)c2c(C)c(C)sc2n1
11	-9%	-3.1%	42%	16%	-1%	4%	3%	1.6	-0.27	0.77	-0.072	-4%	COc1ccc(Cl)cc1Nc1nc(C)cc(C)c1C(N)=O
12	21%	-5.3%	-12%	-17%	0%	-14%	2%	-0.53	-0.21	-0.16	0.6	-10%	CCCCCNC(=O)CCCCn1c(=O)[nH]c2cc(OCC)c(OCC)cc2c1=O
13	1%	-3.1%	11%	-4%	5%	4%	7%	-2.3	1	-0.89	0.44	-2%	Cc1ccc(C(=O)Nc2c(C)cc(-c3ccccc3)oc2=O)cc1
14	-1%	-3.7%	5%	6%	-2%	-2%	6%	-0.39	-0.25	-0.75	1.5	1%	O=C1CC(N2CCSCC2)C(=O)N1CCc1ccccc1 (stereo unspecified)
15	-4%	-5.4%	13%	22%	1%	-13%	-6%	0.31	-0.13	0.74	0.34	5%	CCOc1cc(/C=C2/NC(=S)NC2=O)ccc1OCc1ccc([N+](=O)[O-])cc1
16	-19%	-1.9%	4%	0%	8%	4%	5%	-0.51	-0.24	-0.52	0.89	-8%	Cn1c(Cc2ccccc2)n[nH]c1=S
17	15%	-23%	-5%	5%	-2%	-4%	-5%	0.31	-0.27	0.23	0.34	4%	CCOC(=O)C1=C(C)NC(=S)NC1c1ccc(-c2ccc(Cl)cc2)o1 (stereo unspecified)
18	10%	-0.5%	4%	5%	3%	-12%	2%	-0.25	-0.053	0.036	0.79	-7%	O=C1c2cc(S(=O)(=O)NCCCO)ccc2-c2ccc(S(=O)(=O)NCCCO)cc21
19	-3%	1.1%	8%	6%	-2%	4%	-4%	2.5	-0.23	1.8	-1.3	-2%	COCCN(C(C)=O)c1nnc(-c2cnccn2)s1
20	-2%	-3.5%	0%	-6%	10%	-3%	-3%	-0.7	-0.22	-0.19	0.08	1%	CCOC(=O)c1c(CN(C)C)n(-c2ccccc2)c2cc(Br)c(OC)cc12
21	12%	-2.4%	6%	11%	13%	-1%	-4%	-0.78	-0.26	-0.4	-0.041	-3%	Cc1cc(C)cc(N(CC(=O)Nc2cccc(C)n2)S(=O)(=O)c2c(C)noc2C)c1
22	1%	-3.6%	-1%	1%	4%	24%	3%	-0.62	-0.16	-0.26	0.087	-8%	CCCN(CCC)CCCNC(=O)c1cn(CCOC)c(=O)c2c1c1ccccc1n2C
23	-9%	·	·	·	11%	-3%	2%	1.1	-0.19	1	-0.82	-8%	COc1ccc(OC)c(-c2cc(-c3cccnc3)nc(N)c2C#N)c1
24	19%	-12%	1%	8%	3%	10%	3%	0.86	-0.25	0.15	-0.15	-5%	c1ccc(CSc2ccc(-c3ccc4c(c3)OCO4)nn2)cc1
25	10%	-3.3%	49%	14%	6%	0%	-2%	-0.26	-0.25	-0.19	-0.0033	1%	Cc1cc(N2CCN(c3cccc(C)c3C)CC2)nc(-c2ccccc2)n1
26	6%	·	·	·	-1%	-2%	3%	-0.45	-0.28	-0.49	1.2	-1%	O=C(O)c1ccccc1C(=O)Nc1cccc([N+](=O)[O-])c1
27	-6%	0.5%	1%	7%	3%	-4%	-7%	-0.8	-0.17	-0.41	0.13	-8%	COC(=O)c1c(NC(=O)CCc2ccc(C)o2)sc(C)c1C
28	23%	·	·	·	5%	11%	1%	2	-0.13	0.85	-1.9	1%	O=C(CCC1CCCN(c2ncccn2)C1)N1CCN(c2ccccn2)CC1 (stereo unspecified)
29	5%	-2.8%	1%	15%	4%	13%	-1%	-0.44	-0.35	-0.69	0.61	-3%	CC1CCCN(C(=O)Cc2cn(Cc3cccc(Cl)c3)c3ccccc23)C1 (stereo unspecified)
30	20%	-3.4%	3%	-10%	-2%	-4%	-5%	-0.67	-0.26	-0.39	0.66	-8%	COC(=O)c1ccccc1NC(=O)C1CC(=O)N(c2ccc(OC)cc2)C1 (stereo unspecified)
31	-22%	-4.0%	-5%	3%	7%	-1%	3%	0.13	-0.3	0.54	-0.36	-5%	CCOc1ccc(N2C(=O)c3cccnc3C2Nc2ccc(F)cc2)cc1 (stereo unspecified)
32	11%	-7.5%	-5%	-3%	8%	9%	-6%	-0.39	-0.16	-0.2	-0.44	-7%	COc1cc(NC(=O)c2cc3c(C)nc4ccccc4c3o2)cc(OC)c1OC
33	-1%	-1.5%	-2%	5%	3%	5%	1%	0.3	-0.21	-0.18	-0.048	-6%	CCOC(=O)c1nc(C)n(-c2cc(Cl)cc(Cl)c2)n1
34	-5%	-5.3%	7%	0%	5%	-5%	2%	-0.44	-0.021	0.053	0.12	-2%	O=C(CSc1nnc(CNc2ccc(F)cc2)n1Cc1ccco1)NC1CC1
35	0%	-30%	4%	0%	-1%	4%	5%	-0.12	-0.24	-0.84	0.31	0%	CCc1ccc(CN(C(=O)c2cc3ccccc3oc2=O)C2CCS(=O)(=O)C2)cc1 (stereo unspecified)
36	2%	0.2%	5%	-16%	1%	1%	-1%	1.2	-0.33	0.8	-0.29	-7%	CC(=O)NS(=O)(=O)c1ccc(NC(=O)c2ccc(-n3nc(C)cc3C)cc2)cc1
37	0%	-9.3%	9%	16%	11%	2%	0%	-0.85	-0.23	-0.25	1.1	-12%	COC(=O)c1ccc(CSc2nc3cc(Cl)ccc3o2)cc1
38	-14%	-7.0%	3%	-5%	4%	1%	-3%	0.87	-0.25	0.65	-0.51	-2%	Cc1cc(NC(=O)Cn2ccc([N+](=O)[O-])n2)no1
39	-3%	-2.3%	0%	5%	5%	11%	0%	-0.78	-0.15	-0.1	-0.16	2%	CCOC(=O)CC1=C(C#N)C(c2cccnc2)C(C(=O)OCC)=C(N)O1 (stereo unspecified)
40	-10%	-0.3%	7%	2%	2%	6%	0%	-1.1	-0.073	-0.7	-0.19	2%	CCCCNC(=S)N1CCN(C)CC1
41	11%	-3.8%	1%	5%	0%	4%	-2%	-0.26	-0.34	0.14	0.38	-7%	FC(F)(F)c1nnc2ccc(Cl)nn12
42	4%	-8.8%	58%*	14%	4%	-5%	-10%	-0.63	-0.22	-0.23	1.1	-6%	Cc1ccc2cn[nH]c2c1N
43	-3%	·	·	·	0%	3%	3%	-1.7	-0.15	-0.73	-0.015	-3%	CCN(CC)CCN1C(=O)C(=O)/C(=C(/O)c2ccc3c(c2)CC(C)O3)C1c1ccc(OC)cc1 (stereo unspecified)
44	3%	·	·	·	-5%	-4%	-2%	0.31	-0.25	0.17	0.084	0%	COc1cc(/C=N/Nc2nncn2N)ccc1OCc1c(C)no[n+]1[O-]
45	4%	1.3%	12%	11%	6%	7%	-1%	-1.3	-0.29	-0.37	0.78	-4%	CCCCOc1cccc(C(=O)N(Cc2cccs2)C2CCS(=O)(=O)C2)c1 (stereo unspecified)
46	30%	-6.2%	4%	10%	0%	9%	18%	-0.55	-0.029	-0.56	0.76	6%	CCCN1C(=O)C(Cc2nc3ccccc3c(=O)n2-c2ccccc2)c2cc(C)ccc21 (stereo unspecified)
47	10%	-8.1%	3%	14%	-1%	-1%	0%	0.57	0.78	0.18	-0.59	1%	O=c1[nH]c(C2C3CC4CC(C3)CC2C4)nc2ccccc12 (stereo unspecified)
48	-18%	-3.1%	-26%	-18%	-2%	3%	15%	-0.23	-0.26	0.0096	0.53	-6%	Cn1ncc([N+](=O)[O-])c1C(=O)n1nnc2ccccc21
49	2%	2.3%	14%	11%	4%	6%	0%	1.4	-0.19	0.66	-0.87	-7%	NC(=O)NOCc1ccccc1F
50	28%	-1.1%	-12%	-16%	5%	-1%	-4%	-1.1	-0.23	-0.58	0.94	-7%	Cc1ccc(-n2ncc3c(=O)n(CC(=O)N4CCN(c5ccccc5)CC4)cnc32)cc1C
51	0%	·	·	·	-2%	3%	-5%	0.8	-0.82	0.38	0.28	-8%	COc1ccc(C[C@H]2CN3C(=NC[C@@H]3Cc3ccccc3)N2C[C@H](C)NC(=O)CCC2CCCCC2)cc1
